Compound activity (PubChem)
ANO1 block – TMEM16A chloride channel inhibitors, primary screen, cell-based, HTS. Anoctamin-1 (Mus musculus), Q8BHY3. HEK293 TMEM16A/YFP iodide influx fluorescence, ionomycin. normalized B-score (activity score, 25-100; higher = stronger inhibition) at 10 µM. actives 1.2% (n = 310,000). AID 588511, 2011;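 active = ratio plate-corrected score three or more library SD toward inhibition, starting fluorescence score within five deviations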;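 note: score derived from kinetic fluorescence span divided by baseline fluorescence per well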
TRPC4 agonist – activators of mouse TRPC4 channel, primary screen, Fluo4 calcium, HEK293 TRPC4beta/mu-opioid cells. Fluo4 calcium fluorescence; stronger effect = higher value. B-score at 10 µM. Short transient receptor potential channel 4 (Mus musculus), Q9QUQ5. actives 0.49% (n = 310,000);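 active = B-score above 5 SD of library B-scores, and initial fluorescence ratio not above library mean plus 5 SD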;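 note: positive B-score marks a calcium rise read as TRPC4 activation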
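Assay system – TRPC4beta and mu-opioid receptor HEK293 stable cells · Measured by – Fluo4 fluorescence, kinetic · Schedule – dye loading 45 min room temperature, 110 s kinetic read · Read-out – B-scored integrated calcium fluorescence ratio · Controls – buffer and maximal DAMGO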
MrgX1 agonist – agonists of human MrgX1 receptor, primary screen, HEK293 cells, Fluo-4 calcium flux; Fluo-4 calcium fluorescence, agonist mode; stronger effect = higher value; actives 0.44% (n = 310,000); Mas-related G-protein coupled receptor member X1 (Homo sapiens), Q96LB2; AID 588627, 2011; B-score at 10 µM;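 active = calcium response B-score plate-corrected fluorescence ratio at least 3 library SD, with starting fluorescence B-score inside 5 SD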
Target sequence (Q96LB2 whole entry, looked up): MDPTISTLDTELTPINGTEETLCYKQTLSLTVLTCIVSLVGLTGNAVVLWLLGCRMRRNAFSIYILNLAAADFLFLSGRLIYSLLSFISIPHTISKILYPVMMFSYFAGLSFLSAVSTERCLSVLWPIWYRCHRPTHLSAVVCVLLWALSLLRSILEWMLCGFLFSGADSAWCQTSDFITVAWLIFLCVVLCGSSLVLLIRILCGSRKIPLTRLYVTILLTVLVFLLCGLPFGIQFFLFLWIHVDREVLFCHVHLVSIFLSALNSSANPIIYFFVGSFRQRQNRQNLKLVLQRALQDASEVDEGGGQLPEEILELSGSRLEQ
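Material: MrgX1-expressing HEK293 cells; input: 15,000 cells per well; doses: test compound given as first of three sequential additions; schedule: overnight plating before 1 h dye loading; technique: Fluo-4 NW calcium-flux fluorescence, kinetic read; evaluation: baseline-normalised fluorescence change ratio, B-scored; control set: plate-wise positive and negative controls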
TMEM16A act – TMEM16A chloride channel activators or potentiators, primary screen, cell-based, HTS | actives 0.3% (n = 340,000) | Anoctamin-1 (Mus musculus), Q8BHY3 | HEK293 TMEM16A/YFP-H148Q/I152L, iodide quench fluorescence; stronger effect = lower value | AID 623877, 2012 | B-score at 10 µM;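 active = fluorescence-ratio B-score plate-corrected deviation score at least 3 library SD below zero, with starting fluorescence score within 5 deviations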;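 note: channel opened by trigger with iodide after compound preincubation; score built on the fluorescence ratio of max minus min over baseline; more negative score means more quench and so TMEM16A activation or potentiation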
MrgX1 PAM – positive allosteric modulators of MrgX1, primary screen, HEK293 cells, Fluo-4 calcium flux | B-score at 10 µM | actives 0.63% (n = 310,000) | Mas-related G-protein coupled receptor member X1 (Homo sapiens), Q96LB2 | FDSS; stronger effect = higher value;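 active = plate-corrected calcium response at least 3 library SD above typical, normal starting fluorescence, not activating the receptor alone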;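 note: compound read alongside a low EC10 to EC30 dose of BAM8-22 agonist; peak minus trough fluorescence over baseline measured at the second addition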
TRPC4 PAM – positive allosteric modulators of TRPC4, primary screen, cell-based, mouse TRPC4beta, HEK293 mu-opioid, Fluo-4 calcium. B-score at 10 µM. actives 0.42% (n = 310,000). Short transient receptor potential channel 4 (Mus musculus), Q9QUQ5. DAMGO EC20, Fluo-4 Ca2+ flux; stronger effect = higher value;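 active = B-score of calcium response area above 5 SD of library B-scores, with initial fluorescence ratio within 5 SD of library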;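 note: B-score of integrated fluorescence ratio over time as area under calcium response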
TRPC6 inh – mouse TRPC6 channel inhibitors, primary screen, cell-based, HEK293, membrane potential dye. ACh-evoked depolarization; stronger effect = lower value. B-score at 10 µM. AID 2553, 2010. Short transient receptor potential channel 6 (Mus musculus), Q61143. actives 1.1% (n = 310,000);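 active = B-score under library mean minus 3 SD, initial fluorescence not abnormally high, positive integrated signal ratio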;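 note: B-score derived from integrated fluorescence ratio over the kinetic read; more negative B-score means stronger inhibition of depolarization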
TRPC4 inh – inhibitors of mouse TRPC4 channel, primary screen, Fluo4 calcium, HEK293 TRPC4beta/mu-opioid cells; AID 2247, 2010; B-score at 10 µM; actives 0.39% (n = 300,000); Short transient receptor potential channel 4 (Mus musculus), Q9QUQ5; DAMGO-evoked Fluo4 calcium flux; stronger effect = lower value;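 active = B-score over 3 SD under the library average, no early fluorescence shift, positive overall ratio signal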
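material = TRPC4beta/mu-opioid receptor HEK293 cell line | probe or stimulus = sequential submaximal and maximal DAMGO stimulation | compound dosing = one concentration per compound | measured by = Fluo4 Ca2+ flux fluorescence | evaluation = integrated fluorescence ratio relative to baseline, converted to per-well B score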
MrgX1 antag – antagonists of human MrgX1 receptor, primary screen, HEK293 cells, Fluo-4 calcium flux; BAM8-22 antagonism; stronger effect = lower value; B-score at 10 µM; actives 1.3% (n = 310,000);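 active = calcium-response B-score plate-corrected more than 3 library SD below zero, starting fluorescence within 5 deviations, no agonist response on first addition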;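 note: peak minus trough fluorescence over baseline after final BAM8-22 challenge near maximal dose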
SKKanGAS inh – S. pyogenes SKKanGAS growth inhibitors in kanamycin, primary screen, streptokinase expression inhibitor project, SKKanGAS strain, BacTiter-Glo luminescence. actives 1.3% (n = 300,000). inhibition, % at 7.5 µM. 6 h. AID 1662, 2009;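 active = mean replicate score, as percent of positive control median, at least 50; inconclusive = mean below 50 but one replicate at or above 50; inactive = mean and every replicate below 50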;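 note: strain carries kanamycin resistance gene driven by streptokinase promoter and grows in 40 µg/ml kanamycin; loss of luminescence reflects streptokinase promoter inhibition or plain growth inhibition; 0% = median of DMSO wells and 100% = positive control at its reference dose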
TRPC6 activator – mouse TRPC6 channel activators, primary screen, cell-based, HEK293, membrane potential dye. Short transient receptor potential channel 6 (Mus musculus), Q61143. HEK293-TRPC6 membrane potential dye fluorescence; stronger effect = higher value. B-score at 10 µM. actives 0.13% (n = 310,000). AID 2550, 2010;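 active = B-score of the integrated fluorescence ratio above library mean plus 3 SD, and starting fluorescence ratio within library mean plus 5 SD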;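 note: higher score means more depolarization so channel activation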
Numbers without * were called inactive; i = inactive; ? = inconclusive; . = no result given.

SMILES	ANO1 block	TRPC4 agonist	MrgX1 agonist	TMEM16A act	MrgX1 PAM	TRPC4 PAM	TRPC6 inh	TRPC4 inh	MrgX1 antag	SKKanGAS inh	TRPC6 activator
CC(=O)Oc1ccc(NC(=O)Cc2ccccc2)cc1	i	i	i	i	i	i	i	i	i	-4	i
Cc1ccc[n+](-c2[nH]c(=O)sc2/C=N/NC(=O)c2ccccc2[O-])c1	i	i	i	i	i	i	i	i	i	2	i
O=C(CCCc1ccccc1)Nc1nccs1	i	i	i	i	i	i	i	i	i	0	i
C=CCNC(=O)c1cc2nc(C3CC3)cc(C(F)F)n2n1	i	i	i	i	i	i	i	i	i	-5	i
O=C(COC(=O)c1cnccn1)c1ccc(C2CCCCC2)cc1	i	i	i	i	i	i	i	i	i	3	i
Cc1[nH]c2ccccc2c1/C=N/NC(=O)CNC(=O)c1ccco1	i	i	i	i	i	i	i	i	i	-13	i
O=C(Cc1ccc(Cl)cc1Cl)Nc1ccc(OC(F)F)c(Cl)c1	i	i	i	i	i	i	i	i	i	7	i
Cc1ccc2[nH]c(C(=O)O)c(NC(=O)c3ccccc3[N+](=O)[O-])c2c1	i	i	i	i	i	i	i	i	i	18	i
COc1ccccc1NC(=O)c1ccc2nc(C)sc2c1	i	i	i	i	i	i	i	i	i	-4	i
COc1ccccc1NC(=O)c1ccc(NC(=O)CNC(=O)c2ccc(OC)c(OC)c2)cc1	i	i	i	i	i	i	i	i	i	1	i
O=C1/C(=C/c2cccc(F)c2)SC(=S)N1NS(=O)(=O)c1ccccc1	i	i	i	i	i	i	i	i	i	14	i
CSc1nnc(-c2ccc(S(=O)(=O)N3CCCCC3)cc2)o1	i	i	i	i	i	i	i	i	i	-20	i
CCC(CC)C(=O)Nc1cccc(C(=O)NCCc2ccccc2)c1	i	i	i	i	i	i	i	i	i	-13	i
CCOC(=O)Cc1csc(NC(=O)c2ccncc2)n1	100*	i	i	i	i	i	i	i	i	5	i
FC(F)(F)c1ccc2c(c1)C1C=CCC1C(c1ccncc1)N2 (stereo unspecified)	.	i	.	i	.	i	i	i	.	10	i
CCCCSc1[nH]c(=O)c(C(=O)OCC)cc1C#N	i	56*	i	i	i	i	i	i	i	-13	i
Cc1cc(NC(=O)c2ccc(Cl)cc2)c(C(C)C)cc1O	i	i	i	i	i	i	i	i	i	-3	i
C/C(=C/C=N/Nc1nc(N2CCCCC2)nc(N2CCCCC2)n1)c1ccccc1	i	i	i	i	i	i	i	i	i	3	i
CCc1cc(=O)oc2c(C)c(OCC(=O)NCC3CCC(C(=O)O)CC3)ccc12 (stereo unspecified)	i	i	i	i	i	i	i	i	i	6	i
CN(C(=O)CSc1nnc(-c2ccc(F)cc2)c2ccccc12)C1CCS(=O)(=O)C1 (stereo unspecified)	i	i	i	i	i	i	i	i	i	4	i
CC(=O)C1C(=O)c2c(cccc2[N+](=O)[O-])C1=Nc1ccccc1C (stereo unspecified)	i	i	i	.	i	i	i	i	i	-3	i
O=C(NCCc1ccccc1)C1CCN(S(=O)(=O)c2ccc(Br)s2)CC1	i	i	i	i	i	i	i	i	i	-5	i
COc1cc(S(=O)(=O)N2CCN(C(=O)c3ccco3)CC2)c(OC)cc1C	i	i	i	i	i	i	i	i	i	-2	i
CCOc1ccc2[nH]c(C)c(CN3CCN(C)CC3)c(=O)c2c1	i	i	i	i	i	i	i	i	i	4	i
CCOC(=O)c1c(C)[nH]c(C(=O)OCC(=O)Nc2sc(C(=O)N(C)C)c(C)c2C(=O)OCC)c1C	i	i	i	i	i	i	i	i	i	-3	i
O=C1CCC(C(=O)OCc2cc(Cl)ccc2OC(F)F)N1 (stereo unspecified)	i	i	i	i	i	i	i	i	i	4	i
O=C1CCCc2nc(N3CCCCC3)sc21	i	i	i	i	i	i	i	i	i	-4	i
N#Cc1ccc(NC(=O)C2CC(c3ccc(F)cc3)=NO2)cc1 (stereo unspecified)	i	i	i	i	i	i	i	i	i	7	i
COc1ccc(N2CCN(C(=O)c3ccc(OCC4CCCO4)cc3)CC2)cc1 (stereo unspecified)	i	i	i	i	i	i	i	i	i	-4	i
CCOC(=O)c1sc2nc(-c3ccccc3)ccc2c1N	i	i	i	i	i	i	i	i	i	-5	i
CSCC[C@@H](C(=O)Nc1ccc2c(c1)OCCO2)N1Cc2ccccc2C1=O	i	i	i	i	i	i	i	i	i	2	i
O=C(Oc1ccc(Br)cc1)c1n[nH]c(=O)c2ccccc12	i	i	i	i	i	i	i	i	i	2	i
COc1cc(OC)cc(C(=O)NC2CCN(Cc3nnnn3Cc3ccc(F)cc3)CC2)c1	i	i	i	i	i	i	i	i	i	2	i
CSC1=NC(NCCCO)c2c(sc3c2CC(C)(C)OC3)N1 (stereo unspecified)	i	i	i	i	i	i	i	i	i	13	i
Cn1cnnc1SCC(=O)N(Cc1ccc2c(c1)OCO2)C1(C(=O)NC2CCCCC2)CCCC1	i	i	i	i	i	i	i	i	i	0	i
CC(C)(C)c1nnc(NC(=O)c2ccc(Cl)nc2)s1	i	i	i	i	i	i	i	i	i	-8	i
COc1ccc(NS(=O)(=O)c2cccc(C(=O)NCC(c3ccc(F)cc3)N3CCOCC3)c2)cc1 (stereo unspecified)	i	i	i	i	i	i	i	i	i	-11	i
CC1CCC(NC(=O)CCNS(=O)(=O)c2ccc3c(c2)CCC(=O)N3)CC1 (stereo unspecified)	i	i	i	i	i	i	i	i	i	-10	i
O=C(Nc1ccccc1)c1ncoc1-c1ccc(Cl)cc1	i	i	i	i	i	i	i	i	i	-5	i
CC1=NOC(=O)/C1=C\c1ccc(-c2cc(Cl)ccc2Cl)o1	i	i	i	-5.4*	i	i	i	i	i	8	i
CCC1CCCCN1C(=O)COC(=O)c1cc(Br)ccc1Cl (stereo unspecified)	i	i	i	i	i	i	i	i	i	-5	i
COC(=O)CNC(=O)CSc1nc2c(sc(=S)n2-c2ccccc2)c(=O)[nH]1	i	i	i	i	i	i	i	i	i	4	i
O=S(=O)(Nc1cc(F)ccc1F)c1cccc2nsnc12	i	i	i	i	i	i	i	i	i	-2	i
CCOc1cc(S(=O)(=O)NC2CCCCCC2)ccc1F	i	i	i	i	i	i	i	i	i	5	i
Cc1ccc(OCC(=O)N/N=C/c2cc([N+](=O)[O-])ccc2N2CCCCC2)cc1	i	i	i	i	i	i	i	i	i	10	i
O=C1c2ccccc2N2C(=O)c3ccccc3[C@H]2N1c1ccccc1	i	i	i	i	i	i	i	i	i	1	i
O=C(NCc1ccccc1)N1CCNCC1	i	i	i	i	i	i	i	i	i	-9	i
CCN1CCN(c2ccc(S(=O)(=O)N3CCCCC3)cc2NC(=O)COc2cc(C)ccc2Cl)CC1	i	i	i	i	i	25*	-5.7*	i	i	1	i
COc1ccc(NC(=O)CSc2nc(NS(=O)(=O)c3ccccc3)cc(=O)[nH]2)cc1	i	i	i	i	i	i	i	i	i	6	i
Cc1ccc(SCC(=O)NCc2cccnc2)cc1	i	i	i	i	i	i	i	i	i	-4	i
O=C(COc1coc(CN2CCc3ccccc3C2)cc1=O)Nc1cccc(Cl)c1	i	i	i	i	i	i	i	i	i	2	i
CCC1=NN2C(=N)/C(=C\c3cccn3-c3ccc(C)c(C)c3)C(=O)N=C2S1	i	i	i	i	i	i	i	i	i	?	i
O=C(NCc1ccc(F)cc1F)Nc1cnccc1C(F)(F)F	i	i	i	i	i	i	i	i	i	1	i
O=C(Cn1ncc2c1-c1ccccc1OC2)N1CCc2ccccc21	i	i	i	i	i	i	i	i	i	-2	i
COc1cccc(OCC(=O)N2CCCc3ccccc32)c1	i	i	i	i	i	i	i	i	i	-4	i
C#CCOCCOCCOCCNc1nc(N2CCN(C(=O)CCCCCCCCCCNC(=O)[C@@H](CCSC)n3cc(CCO)nn3)CC2)nc(N2CCN(C(=O)CCCCCCCCCCNC(=O)[C@H]([C@@H](C)CC)n3cc(CCCCN=C(N)N)nn3)CC2)n1	i	.	i	-23*	i	.	.	.	i	.	.
COc1ccc(/C=C/CN2CCC(n3nccc3NC(=O)C3CC3)CC2)cc1	i	i	i	i	i	i	i	i	i	-1	i
O=C(Cn1nc(Cc2ccncc2)c2ccccc2c1=O)N1CCc2ccccc2C1	i	.	i	i	i	.	.	.	i	.	.
Cc1ccc(S(=O)(=O)Nc2cc(C(=O)NCCN3CCCC3)ccc2N2CCCCC2)cc1	i	i	i	i	i	i	i	i	i	-10	i
Cc1[nH]c2ccccc2c1CC#N	i	i	i	i	i	i	i	i	i	-4	i
S=C(Nc1ccccc1)Nc1cccc(Cl)c1Cl	i	i	i	i	i	i	i	i	i	-16	i
O=C(CN1CCN(c2ccc(Cl)cc2)CC1)c1ccc2c(c1)OCO2	i	i	i	i	i	i	i	i	i	1	i
